# Vif imaging = HIV Vif inhibition; HEK293T cells, Vif self-association by quenched fluorescence, imaging, 24 h; inhibition, % at 7.49 µM; 340,000 compounds, 0.35% hits; AID 602346; in the data active = inhibition above about 50%, passing the limit was not always enough; also: some results filed as inactive read as strong as hits
# NR5A2 inv ag = suppresses constitutive activity of human LRH-1 | AID 602396 | O00482 | HEK293T StAR-luciferase reporter, LRH-1 transfected, 24 h | inhibition, % at 3.6 µM | 360,000 compounds, 0.13% hits;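 active = inhibition above the mean inhibition of all tested compounds plus 3 SD, cut at about 73% in these data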;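 also: 0% = DMSO wells and 100% = reporter-only cells lacking LRH-1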
# LMP1 NFkB inh = inhibitors of Epstein-Barr LMP1-induced NF-kappaB reporter; LMP1-induced NF-kappaB luciferase reporter cells, luminescence; inhibition, % at 12.5 µM; 350,000 compounds, 0.69% hits; in the data active = inhibition above about 41%;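 also: 0% = neutral control wells and 100% = reference inhibitor control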
# SRC3 inh = inhibitors of human steroid receptor coactivator 3 (SRC3). HEK293 GAL4-SRC3 luciferase reporter, luminescence. inhibition, % at 3.6 µM. 360,000 compounds, 0.17% hits. AID 588352;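 active = inhibition above a per-campaign cutoff, the mean of all compounds plus 3 SD, cut at about 60% in these data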;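 also: 0% = DMSO-treated cells and 100% = gossypol-treated cells at 36 µM; higher means less SRC3-driven luciferase light from the GAL4 reporter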
# TLR9-MyD88 inh = inhibitors of human TLR9-MyD88 binding; CHO BLA complementation TLR9-MyD88, CCF4 FRET ratio; inhibition, % at 4.98 µM; 340,000 compounds, 0.21% hits; Q9NR96+Q99836;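 active = inhibition above the mean over all tested compounds plus 3 SD, cut at about 21% in these data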;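 also: 0% = DMSO only wells and 100% = clavulanate BLA inhibitor control wells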
# SRC1 inh = inhibitors of human steroid receptor coactivator 1 (SRC1); Q15788; HEK293 GAL4-SRC1 luciferase reporter, luminescence; inhibition, % at 3.6 µM; 360,000 compounds, 0.12% hits; AID 588354;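 active = inhibition above the campaign mean plus 3 SD, with each screening campaign given its own cutoff, cut at about 60% in these data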;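 also: 0% = DMSO treated cells and 100% = gossypol at 36 µM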
# Target sequence (Q15788 whole entry, looked up, the tested form may be a part): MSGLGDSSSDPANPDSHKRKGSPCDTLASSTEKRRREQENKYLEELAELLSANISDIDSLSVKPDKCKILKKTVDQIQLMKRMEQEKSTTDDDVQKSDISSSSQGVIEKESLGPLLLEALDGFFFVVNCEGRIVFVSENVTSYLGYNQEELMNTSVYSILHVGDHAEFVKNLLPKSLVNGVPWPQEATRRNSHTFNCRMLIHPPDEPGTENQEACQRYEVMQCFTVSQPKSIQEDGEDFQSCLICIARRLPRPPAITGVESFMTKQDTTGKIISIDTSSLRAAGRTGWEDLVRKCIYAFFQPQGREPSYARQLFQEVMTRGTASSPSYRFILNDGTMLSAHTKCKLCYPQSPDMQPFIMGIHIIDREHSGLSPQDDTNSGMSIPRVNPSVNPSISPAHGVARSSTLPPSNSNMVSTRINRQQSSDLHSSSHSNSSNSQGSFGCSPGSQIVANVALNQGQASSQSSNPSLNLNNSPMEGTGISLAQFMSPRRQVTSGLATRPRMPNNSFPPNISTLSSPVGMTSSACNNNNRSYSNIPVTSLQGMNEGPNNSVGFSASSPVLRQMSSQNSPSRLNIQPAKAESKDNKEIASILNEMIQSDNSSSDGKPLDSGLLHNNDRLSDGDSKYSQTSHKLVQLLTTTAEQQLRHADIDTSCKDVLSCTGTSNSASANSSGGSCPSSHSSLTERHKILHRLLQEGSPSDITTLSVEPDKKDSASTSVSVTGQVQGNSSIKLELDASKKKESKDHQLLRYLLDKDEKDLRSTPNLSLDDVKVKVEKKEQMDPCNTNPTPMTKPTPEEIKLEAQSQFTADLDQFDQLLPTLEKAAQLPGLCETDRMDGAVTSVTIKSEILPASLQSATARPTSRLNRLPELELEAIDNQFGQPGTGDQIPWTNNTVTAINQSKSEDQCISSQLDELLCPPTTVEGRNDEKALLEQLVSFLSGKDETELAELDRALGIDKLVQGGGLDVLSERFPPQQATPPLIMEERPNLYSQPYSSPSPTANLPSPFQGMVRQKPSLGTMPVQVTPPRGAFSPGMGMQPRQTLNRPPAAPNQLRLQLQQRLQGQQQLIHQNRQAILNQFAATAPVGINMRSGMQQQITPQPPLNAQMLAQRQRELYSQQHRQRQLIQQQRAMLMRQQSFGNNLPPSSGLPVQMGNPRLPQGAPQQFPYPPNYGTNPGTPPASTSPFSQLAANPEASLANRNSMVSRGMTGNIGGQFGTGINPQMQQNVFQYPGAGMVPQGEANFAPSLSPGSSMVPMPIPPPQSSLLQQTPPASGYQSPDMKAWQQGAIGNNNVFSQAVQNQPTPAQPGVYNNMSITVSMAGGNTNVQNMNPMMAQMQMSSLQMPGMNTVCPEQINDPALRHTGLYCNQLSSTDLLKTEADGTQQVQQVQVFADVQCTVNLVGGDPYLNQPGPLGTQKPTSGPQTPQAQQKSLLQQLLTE
# NOD2 RIPK2 PPI = NOD2-RIPK2 protein interaction inhibition. CHO BLA complementation NOD2-RIPK2, CCF4 ratio. inhibition, % at 4.98 µM. 360,000 compounds, 0.38% hits; in the data active = inhibition above about 21%;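 also: 0% = vehicle only and 100% = reference blocker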
# TROY signal inh = TROY signaling inhibition. Q293 LMP1-TROYcd NF-kB luciferase reporter, 4 h. inhibition, % at 10 µM. 360,000 compounds, 0.98% hits. AID 1347056;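 active = compounds whose plate-normalised and pattern-corrected inhibition of the luciferase reporter signal at the single screening dose is 50% or more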
# TRAIL sens C8 = sensitizes caspase-8 expressing cells to TRAIL. NB7+C8 cells + TRAIL, ATPlite viability luminescence. inhibition (viability loss, TRAIL sensitization), % at 10 µM. 360,000 compounds, 1% hits;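 active = compounds causing at least 50% loss of cell viability in the single-dose screen, relative to plate controls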
# COUP-TFII inh = blocks human COUP-TFII nuclear receptor. HEK293T NGFI-A luciferase reporter, luminescence. inhibition, % at 8.6 µM. 370,000 compounds, 0.7% hits. AID 686940;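 active = inhibition above a per-plate cutoff, mean inhibition of test wells between control levels plus 3 SD, cut at about 38% in these data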;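 also: cells cotransfected with COUP-TFII expression vector driving the NGFI-A reporter; 0% = median of COUP-TF2 test wells and 100% = reporter-only cells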
# SRC2 inh = human SRC2 (NCOA2) inhibition | HEK293 GAL4-SRC2 luciferase reporter, luminescence | Q15596 | inhibition, % at 9 µM | 370,000 compounds, 0.17% hits;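 active = inhibition above the mean inhibition of all tested compounds plus 3 SD, set per campaign, cut at about 52% in these data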;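 also: 0% = DMSO treated cells and 100% = cells given Gossypol at 36 µM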
# * = called active by the depositor; x = not tested or not shown. The list is partial, so the mix of outcomes need not match the whole.
cpd	compound	Vif imaging	NR5A2 inv ag	LMP1 NFkB inh	SRC3 inh	TLR9-MyD88 inh	SRC1 inh	NOD2 RIPK2 PPI	TROY signal inh	TRAIL sens C8	COUP-TFII inh	SRC2 inh
1	O=C(CCN1C(=O)C2C3C=CC(C3)C2C1=O)NC1CCCc2ccccc21 (centres undefined)	2	1	-13	-1	5	-28	9	2	-26	-2	-17
2	O=C(NCc1ccc2c(c1)OCO2)c1ccc(Cl)s1	2	11	0	-4	-4	7	-10	-52	0	-7	-12
3	Cc1cccc(/C(N)=N/OC(=O)c2cccnc2)c1	2	-151	-10	-112	-3	-90	-1	-45	3	-34	-61
4	CC1(C)C([N+](=O)[O-])C(c2ccc(F)cc2)NC(c2ccc(F)cc2)C1[N+](=O)[O-] (centres undefined)	0	4	-3	20	-3	-2	-4	2	11	-5	1
5	FC(F)(F)c1cccc(Cc2noc(CN3CCCC(OCc4ccccn4)C3)n2)c1 (centres undefined)	8	10	7	4	0	-7	-5	2	-3	16	15
6	CC(C)(C)n1ncc2c(=O)n(CC(=O)Nc3ccc4c(c3)OCO4)cnc21	12	17	12	18	-8	1	4	16	-9	-1	-29
7	O=C(N/N=C\c1cccnc1)c1cc(-c2ccc(Cl)s2)[nH]n1	-7	-21	0	8	-3	-4	-1	-7	3	-12	-11
8	COC(=O)CCC(C)C1CCC2C3CCC4CC(O)CCC4(C)C3=CC(=O)C12C (centres undefined)	-3	0	11	2	-3	-8	0	4	13	27	12
9	Cc1nc2ccccn2c1/C(O)=C1\C(=O)C(=O)N(CCCn2ccnc2)C1c1ccncc1 (centres undefined)	-21	3	2	0	-6	5	-1	5	-2	8	8
10	Cc1cc(=O)oc2cc(OCC(=O)Nc3ccc(F)cc3F)ccc12	-4	-3	0	-4	0	-10	-2	-12	7	-4	0
11	CC(=O)c1cccc2c(O)c(C3=Nc4ccccc4C3=O)[nH]c12	7	-71	-36	-108	3	-106	-13	54*	40	-11	-37
12	COC(=O)[C@]12C(=O)NC[C@H](CN1c1ccc(Cl)c(C)c1)N2C	1	10	7	11	2	16	0	-15	-2	1	-31
13	CC(C)NC(=O)CSc1nnc(-c2ccc3ncccc3c2)n1C	3	16	-3	-7	-3	10	-12	-6	-2	9	1
14	COc1ccc(C)cc1N(CC(=O)NC(C)c1ccccc1)S(C)(=O)=O (centres undefined)	7	8	2	1	-5	-10	-4	16	5	4	10
15	COC(=O)c1cc(-c2cccs2)[nH]n1	2	-6	12	-9	-11	-86	-8	11	2	-8	-8
16	C=CC[C@H](CC(=O)N(CCO)Cc1ccccc1)C(=O)N[C@H](COC(=O)[C@@H](CC=C)Cc1ccc(F)cc1)Cc1c[nH]c2ccccc12	0	13	3	-7	2	2	4	40	10	25	6
17	O=C(CCN1C(=O)S/C(=C\c2ccc(F)cc2)C1=O)Nc1ccc(O)cc1C(=O)O	11	-25	-6	-9	4	2	-11	-10	-13	-11	8
18	CCOC(=O)CCCNS(=O)(=O)c1c(C)ccc2nsnc12	-3	8	4	3	12	-5	-1	20	4	9	12
19	COCC(=O)N1CCC(Oc2ccc(C(=O)NCc3cc(C(C)C)no3)cc2)CC1	-1	2	3	-3	7	-51	-2	-5	5	7	-3
20	CC1=C(C)CC(C(=O)Nc2nccs2)C(C(=O)O)C1 (centres undefined)	3	-13	2	-3	-5	3	6	8	-5	-11	-13
21	O=C(O)c1ccccc1-c1ccccc1C(=O)Nc1ccc(F)cc1	9	4	3	-15	-10	-13	-2	0	-13	9	-23
22	O=C(Nc1cccc(Cl)c1)c1cc(N=Nc2ccc([N+](=O)[O-])cc2Cl)ccc1O	3	-17	3	-13	12	-17	-2	39	24	1	2
23	Cc1ccc(OC(=O)c2oc3ccc(F)cc3c2C)c(C)c1	38	-6	-3	-28	-8	-24	-3	-20	11	-15	-8
24	Cc1ccc(C)c(Cn2c3ccccc3c3cnn(CC(=O)NCCN4CCOCC4)c(=O)c32)c1	0	15	-14	-19	-1	13	-9	-29	4	-2	1
25	CN(C)S(=O)(=O)c1ccc(N2CCCC2)c(C(=O)NNC(=O)COc2cccc(F)c2)c1	1	1	7	8	2	-18	3	-1	1	-31	6
26	CS(=O)(=O)N1CCC(C(=O)Nc2cc(Cl)ccc2Cl)CC1	7	-7	1	15	-5	-6	-9	-7	2	-21	-7
27	O=C(OC1CCN(c2ncc(C(F)(F)F)cc2Cl)CC1)c1ccc(Cl)cc1	-3	11	0	6	3	-21	-1	-9	0	8	-11
28	CCN(C(=O)COC(=O)c1nn(-c2ccccc2)c(=O)c2ccccc12)C1CCS(=O)(=O)C1 (centres undefined)	11	10	3	1	7	12	-2	5	0	0	6
29	CCOC(=O)c1sc(NNC(=O)c2ccc(F)cc2)nc1C	0	-18	10	-4	11	2	-4	-47	5	16	-34
30	Cn1c(C2CC(=O)N(Cc3ccccc3)C2)nc2ccccc21 (centres undefined)	-11	-1	-3	-28	-3	-13	-3	0	-11	-6	7
31	O=c1c2[nH]c3ccccc3c2ncn1C1CCCCC1	3	-72	-18	-53	-10	-45	-7	-78	69*	-31	-42
32	Nc1ncnc2nc(N3CCN(C(=O)c4ccccc4)CC3)[nH]c12	8	4	1	1	-8	-7	1	0	0	-11	-11
33	CCOC(=O)c1ccc(NC(=O)c2ccccc2)cc1	-11	-138	-4	-51	5	-75	0	-56	15	-22	-13
34	N#C/C(=C\c1cc([N+](=O)[O-])ccc1Cl)C(N)=O	-2	4	0	0	3	-8	-6	8	8	12	18
35	Brc1ccccc1OCCCOc1cccc2cccnc12	-4	-83	-32	-60	-9	-52	-3	-31	13	-44	-45
36	Cc1nn(Cc2c(F)cccc2Cl)c(C)c1[N+](=O)[O-]	-15	-15	-9	3	x	17	-13	-23	29	-7	-2
37	O=C(CSc1nnc(CNC(=O)c2ccco2)o1)Nc1ccc(Br)cc1	6	-10	3	5	-8	9	-3	-4	-8	-6	-17
38	O=C(c1cc2ccccc2o1)N(C1CC1)C1(C(=O)Nc2ccccc2)CCCC1	-6	13	1	6	10	13	8	19	4	8	10
39	O=C(CN1C(=O)C2CC=CCC2C1=O)Nc1nc2ccccc2s1 (centres undefined)	-2	2	3	-2	-5	-10	4	-11	0	6	-7
40	Cn1c(=O)[nH]c(=O)c2cc(C(=O)c3cc(F)ccc3O)cnc21	-2	10	-4	10	10	-15	-3	23	-15	7	19
41	Cc1ccc(-c2nn(-c3ccccc3)cc2C(=O)NC2CCC(O)CC2)cc1 (centres undefined)	5	-11	-13	-3	-11	-13	7	-9	2	4	-6
42	O=C(N/N=C/c1ccc([N+](=O)[O-])cc1)c1cc(-c2ccc3c(c2)OCO3)n[nH]1	8	3	-1	8	-1	10	4	8	18	-4	-28
43	CCCCN(C(=O)NC(=O)C1=C(N2CCOCC2)/C(=C/c2ccccc2)CC1)S(C)(=O)=O	5	-8	0	5	8	3	-8	4	-13	-12	-13
44	CCOc1ccccc1C=NNC(=O)C1CC1	3	-13	8	-10	1	-5	-5	-7	-8	-13	-13
45	COc1cc(CC(=O)O)ccc1OCc1ccccc1	12	5	-3	12	-13	-25	7	-11	13	-10	8
46	O=C(NCCC1CCCCN1S(=O)(=O)c1ccc(F)cc1)C(=O)Nc1ccccc1F (centres undefined)	-1	24	1	15	1	-1	2	-6	-2	2	3
47	CC(=O)Nc1ccc(S(=O)(=O)N(C)CCOCc2ccccc2)cc1	-6	-5	0	8	-3	-6	8	5	-11	14	14
48	CC(=O)c1ccc(OCC(O)CN2CCN(S(=O)(=O)c3c(C)c(C)cc(C)c3C)CC2)cc1 (centres undefined)	5	-13	1	-17	-12	-8	-2	12	3	-13	-8
49	N#Cc1c(/N=C/c2ccccc2)oc(-c2ccccc2)c1-c1ccccc1	-1	2	-13	9	-1	16	1	1	-10	8	-1
50	O=S(=O)(Nc1ccc(N2CCCCC2)cc1)c1ccc(F)cc1F	2	-1	x	-30	x	3	-6	-13	-3	10	-30
51	CCOc1ccc(CCNC(=O)c2cccc(S(=O)(=O)N3CCCC3)c2)cc1OCC	-3	3	2	6	-1	6	-1	-12	-22	19	27
52	O=C(O)CSc1ccc(NC(=O)Nc2ccccc2F)cc1	25	-14	0	-23	4	-4	-4	1	15	-14	-7
53	CCOc1ccc(-n2c(C)cc(C(=O)NS(=O)(=O)c3ccc(C)cc3)c2C)cc1	7	16	6	8	-1	-16	0	20	-3	8	-3
54	COC(=O)C1CC(c2c(OC)cc(OC)cc2OC)=NO1 (centres undefined)	3	10	-2	8	12	0	-5	12	-17	4	19
55	COc1cc(NC(=O)CSc2nncn2C)c(C)cc1[N+](=O)[O-]	-10	39	-1	13	-1	9	-3	6	5	9	-7
56	CC(OC(=O)Cn1cnc2c1c(=O)n(C)c(=O)n2C)C(=O)N(C)c1ccccc1 (centres undefined)	19	-10	3	27	1	3	-5	-5	18	-10	22
57	COc1cccc(COC(=O)C2CCN(S(=O)(=O)c3ccc(C)cc3)CC2)c1OC	14	14	-7	11	-11	-3	-3	2	-9	22	-7
58	CCCCNc1nc(N)ncc1[N+](=O)[O-]	42	13	-36	12	-1	5	-5	-7	3	3	-2
59	COc1ccc(-c2cc(-c3ccccc3)c(C#N)c(S(C)(=O)=O)n2)cc1	x	16	0	19	-10	-29	-11	-59	78*	5	15
60	O=C(OCC(=O)N1CCN(C(=O)c2ccco2)CC1)c1ccc(Cl)c(Cl)c1	2	7	3	1	-1	-7	-19	2	8	-6	4

# (cont.)
cpd	compound	Vif imaging	NR5A2 inv ag	LMP1 NFkB inh	SRC3 inh	TLR9-MyD88 inh	SRC1 inh	NOD2 RIPK2 PPI	TROY signal inh	TRAIL sens C8	COUP-TFII inh	SRC2 inh
61	Cc1ccc(Cl)cc1N1CCN(S(=O)(=O)c2cn(C)cn2)CC1	-3	-4	-1	7	2	9	4	4	13	-10	-14
62	Cc1ccc(CNC(=O)CCSCc2cccc(F)c2)cc1	-2	-18	3	-1	-1	7	1	-36	-5	7	-13
63	COc1cc2c(cc1NC(=O)COC(=O)C1CC(=O)N(Cc3ccco3)C1)oc1ccccc12 (centres undefined)	x	-5	-5	-14	6	-12	-4	-70	13	-28	-27
64	COc1cccc(CN2CC(C(=O)N(C)Cc3ccnc4ccccc34)CCC2=O)c1 (centres undefined)	-4	-2	5	6	1	15	4	-2	-3	7	12
65	CCOC(=O)c1oc2ccccc2c1NC(=O)c1ccc(Cl)s1	-3	17	7	3	-3	6	-1	3	-8	11	-3
66	CCN1c2ccccc2-c2nc3ccccc3n2C1c1cccnc1 (centres undefined)	9	-6	12	-6	3	14	-7	-11	5	-4	-20
67	COc1cccc(C(=O)Nc2nnc(S(=O)(=O)N(C)Cc3ccccc3)s2)c1	-2	-17	2	12	-1	5	11	42	2	-6	-15
68	O=C(c1ccncc1)c1nccn1-c1ccccn1	7	-21	-1	6	-5	-8	7	-8	5	-1	-2
69	Cc1ccc(OCC(=O)Oc2c(C)cccc2C)cc1C	7	-4	9	2	6	27	-6	-2	18	-2	19

# Compound activity (PubChem BioAssay)
